Ba/F3 V617F tox – reduced viability of JAK2V617F-dependent Ba/F3 cells, primary screen, JAK2V617F inhibitor project, cell-based, Ba/F3 EpoR-JAK2V617F, luminescence. inhibition, % at 5.6 µM. ATP luminescence. 220,000 tested, 1.1% active;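 active = inhibition above the campaign mean plus 3 SD over all tested compounds, cut at about 24% in these data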;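 note: cytokine-independent growth of Ba/F3 cells driven by EpoR plus mutant JAK2; 0% = DMSO-treated cells and 100% = JAK inhibitor I control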
NPY-Y2 PAM-ag – NPY-Y2 potentiators or agonists, primary screen, cell-based; Neuropeptide Y receptor type 2 (Homo sapiens), P49146; cells expressing NPY-Y2, potentiator/agonist read-out; activation, % at 3.6 µM; 220,000 tested, 0.45% active; in the data active = activation above about 27%;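 note: cells stimulated with NPY near EC25 plus isoproterenol at EC100; 0% = vehicle plus submaximal agonist and 100% = vehicle plus saturating agonist; some results beyond the cut were filed as inactive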
Target sequence (P49146 whole entry, looked up): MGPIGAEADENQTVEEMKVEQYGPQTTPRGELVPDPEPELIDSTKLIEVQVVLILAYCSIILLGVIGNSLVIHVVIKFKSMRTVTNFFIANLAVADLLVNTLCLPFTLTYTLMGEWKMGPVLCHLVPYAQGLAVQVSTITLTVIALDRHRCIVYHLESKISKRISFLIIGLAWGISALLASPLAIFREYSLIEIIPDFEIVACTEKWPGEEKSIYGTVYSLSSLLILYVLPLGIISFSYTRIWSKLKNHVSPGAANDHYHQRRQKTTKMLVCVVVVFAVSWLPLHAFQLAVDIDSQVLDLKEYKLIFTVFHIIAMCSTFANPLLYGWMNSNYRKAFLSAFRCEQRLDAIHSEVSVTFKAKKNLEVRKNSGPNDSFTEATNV
Runt-CBFb FRET – inhibitors of RUNX1 Runt–CBFb binding, primary screen, biochemical, FRET, Cerulean-Runt, Venus-CBFb, uHTS; Runt-related transcription factor 1 (Homo sapiens) + Core-binding factor subunit beta …; Cerulean-Runt/Venus-CBFb FRET ratio 530/480, 1 h; inhibition, % at 20 µM; 220,000 tested, 0.46% active;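 active = inhibition over about 50% at 20 µM in the single-dose screen, limit read from the data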;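 note: 0% = DMSO wells and 100% = excess unlabeled CBFb competitor control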
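Measured by: fluorescence energy transfer, 422 nm excitation, 530/480 nm emission; test system: Cerulean-tagged RUNX1 Runt domain (FRET donor) fusion protein; buffer or medium: Tris pH 7.5 buffer with BSA; compound: one dose, 20 µM compound, 1% DMSO; times: two 1 h room-temperature incubations shielded from light; benchmarks: unlabeled CBFb 5 µM, positive control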
S1P4 agonist – S1P4 receptor agonists, primary screen, cell-based; Sphingosine 1-phosphate receptor 4 (Homo sapiens), O95977; S1P4-expressing cell line, agonist reporter assay; activation, % at 4.98 µM; 220,000 tested, 0.35% active; AID 1509, 2009; in the data active = activation above about 11%;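 note: 0% = DMSO vehicle and 100% = reference agonist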
Target sequence (O95977 whole entry, looked up): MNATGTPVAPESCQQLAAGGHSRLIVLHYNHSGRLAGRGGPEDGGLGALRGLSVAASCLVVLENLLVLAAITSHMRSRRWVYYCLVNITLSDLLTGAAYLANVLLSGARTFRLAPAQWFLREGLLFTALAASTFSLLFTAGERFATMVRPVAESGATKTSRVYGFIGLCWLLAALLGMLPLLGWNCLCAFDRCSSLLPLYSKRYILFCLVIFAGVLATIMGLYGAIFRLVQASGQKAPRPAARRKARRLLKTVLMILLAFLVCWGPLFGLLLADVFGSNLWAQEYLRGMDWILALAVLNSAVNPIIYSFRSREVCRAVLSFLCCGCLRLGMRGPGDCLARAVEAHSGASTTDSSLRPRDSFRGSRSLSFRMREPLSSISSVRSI
RBBP9 inh – human RBBP9 inhibitors, primary screen, biochemical, fluorescence polarization, FP-Rh probe, HTS; Serine hydrolase RBBP9 (Homo sapiens), O75884; recombinant RBBP9; inhibition, % at 7.94 µM; 220,000 tested, 0.2% active; AID 1515, 2009;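 active = inhibition above the campaign mean of all tested compounds plus 3 SD, cut at about 14% in these data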;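 note: plate controls were DMSO wells with RBBP9 for no effect and wells lacking RBBP9 protein for full effect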
Target sequence (O75884 whole entry, looked up): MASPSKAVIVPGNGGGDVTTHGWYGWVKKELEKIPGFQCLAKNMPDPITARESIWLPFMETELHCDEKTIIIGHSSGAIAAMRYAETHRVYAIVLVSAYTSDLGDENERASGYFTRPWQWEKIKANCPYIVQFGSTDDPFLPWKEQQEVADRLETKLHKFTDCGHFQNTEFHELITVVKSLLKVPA
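System: RBBP9 protein / Buffer or medium: Tris/NaCl buffer pH 8.0 with 0.1% Pluronic / Probe or stimulus: Serine-hydrolase probe FP-Rh, 375 nM pre-mixing / Dosing: 7.94 µM single dose, 0.794% DMSO / Times: enzyme-compound preincubation 30 min, then probe labeling 45 min, 25 °C / Technique: fluorescence polarization (mP), excitation 525 nm, emission 598 nm / Replication: singlicate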
NPY1 pot ag – NPY-Y1 receptor potentiators or agonists, primary screen, cell-based; Neuropeptide Y receptor type 1 (Homo sapiens), P25929; NPY-Y1 expressing cells, potentiator/agonist activation; activation, % at 3.6 µM; 220,000 tested, 0.37% active; in the data active = activation above about 33%, passing the limit was not always enough;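 note: cells stimulated with NPY at EC10 then isoproterenol at EC100; 0% = low agonist plus stimulus and 100% = saturating agonist plus stimulus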
S1P4 antagonist – S1P4 receptor antagonists, primary screen, cell-based; inhibition, % at 4.98 µM; AID 1510, 2009; S1P4-expressing cells, antagonist mode, reporter read-out; 220,000 tested, 0.26% active; Sphingosine 1-phosphate receptor 4 (Homo sapiens), O95977; in the data active = inhibition above about 29%;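 note: 0% = wells stimulated with agonist and 100% = vehicle wells without agonist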
NPY Y1 blocker – NPY-Y1 receptor antagonists, primary screen, cell-based; 200,000 tested, 1% active; AID 1040, 2008; HEK293-CNG Y1 cells, membrane potential fluorescence; NPY at EC95, then isoproterenol; inhibition, % at 3.6 µM; Neuropeptide Y receptor type 1 (Homo sapiens), P25929;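 active = inhibition above the campaign mean inhibition of all tested compounds plus 3 SD, cut at about 20% in these data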;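 note: 0% = DMSO wells given NPY plus isoproterenol and 100% = isoproterenol alone without NPY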
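System: HEK293 cells with Y1 receptor plus CNG channel / Probe or stimulus: NPY 25 nM then isoproterenol 1 µM plus Ro 20-1724 25 µM / Compound: one concentration, 3.6 µM, in 0.4% DMSO / Schedule: compound incubation 1 h at room temperature, readout 45 min post-stimulation / Measured by: membrane potential fluorescence / Read-out: % inhibition of NPY effect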
BaF3 parental – parental Ba/F3 cell viability inhibition, counter-screen for JAK2V617F inhibitor project, murine pro-B, CellTiter-Glo luminescence. CellTiter-Glo ATP luminescence. inhibition, % at 5.6 µM. 220,000 tested, 1.1% active. AID 1486, 2009;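 active = inhibition above a per-campaign cutoff, the mean inhibition of all tested compounds plus 3 SD, cut at about 27% in these data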;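 note: 0% = DMSO wells and 100% = JAK Inhibitor I control wells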
* = called active by the depositor; . = no result given.

SMILES | Ba/F3 V617F tox | NPY-Y2 PAM-ag | Runt-CBFb FRET | S1P4 agonist | RBBP9 inh | NPY1 pot ag | S1P4 antagonist | NPY Y1 blocker | BaF3 parental
Cc1ccc(S(=O)(=O)N2CCN(S(=O)(=O)c3ccc4c(c3)OCCO4)CC2)cc1 | 0 | 0 | -1 | 0.1 | -2 | -11 | 10 | -2 | 1
Cc1ccc(-c2cccc(CN3CCN(C(C)C)C(CCO)C3)c2)o1 (configuration not stated) | 5 | -7 | 4 | 0.3 | -2 | -5 | 5 | 5 | 6
N#Cc1c(C(F)(F)F)cc(-c2cccs2)nc1SCc1cccnc1 | 0 | 7 | -2 | -0.9 | -6 | -16 | -24 | 5 | 7
CCOC(=O)c1sc(NC(=O)CSc2nc3c(c(=O)n2-c2ccccc2)SCC3)c(C(=O)OCC)c1C | 1 | 10 | -3 | 2.0 | -10 | -20 | -4 | -1 | 8
Cn1c(-c2ccc3nc(N)sc3c2)nc2cc(N)ccc21 | 2 | -1 | 4 | -0.3 | -6 | -15 | -1 | 1 | 9
O=[N+]([O-])c1ccc(-c2cnc(NO)nc2)cc1 | -1 | 3 | 26 | 2.2 | -8 | 2 | 3 | -2 | 5
COc1ccc2oc(C(=O)CCC(=O)O)c(N)c2c1 | 4 | -17 | 2 | 0.4 | -6 | -12 | -3 | 5 | 9
CCOC(=O)C1CCN(c2cc(=O)n(Cc3ccc(F)cc3)c(=O)[nH]2)CC1 | -1 | -1 | 0 | -0.6 | -5 | -2 | -4 | 5 | 1
[O-][n+]1c2c(c3c4non(O)c4ccc31)CCCC2 | 3 | 15 | 1 | 2.4 | 0 | -1 | -17 | 0 | 6
COC(=O)c1cccc(NC(=O)c2cccc(OC)c2)c1 | -3 | 3 | -1 | -0.2 | 4 | -2 | -12 | -3 | 3
O=C(COc1ccccc1)NC(=S)N1CCc2ccccc21 | 1 | -5 | -2 | 0.1 | -4 | -6 | -28 | 2 | 6
C/C=C(/C)C(=O)O[C@@H]1[C@H](OC(C)=O)c2c(ccc3ccc(=O)oc23)OC1(C)C | 8 | -28 | -2 | -0.5 | -16 | -34 | 8 | 7 | 5
CC(=O)c1c(C(C)=O)c(C)n(Cc2ccccc2)c1C | -1 | 12 | 1 | 0.5 | -7 | -13 | -18 | -5 | 5
O=c1c2c(-c3ccco3)csc2nc(SCc2cn3cccnc3n2)n1-c1ccccc1 | 2 | -12 | 12 | 1.2 | -5 | -4 | -12 | 15 | 5
CC(C)OCCCNCc1cccs1 | -3 | 11 | -5 | -0.2 | 1 | 12 | -8 | -1 | -2
CCCc1cc(-c2n[nH]c(=S)n2C(C)c2ccccc2)cs1 (configuration not stated) | 4 | -21 | 5 | 1.6 | -2 | -10 | -7 | 18 | 6
C(=N\N1CCN(C(c2ccccc2)c2ccccc2)CC1)/c1ccc2c(c1)OCO2 | 0 | 3 | 0 | 1.2 | -12 | 8 | -7 | 2 | 10
CCOC(=O)N1CCN(C(=O)c2cc(-c3ccc(OCC)cc3)nc3ccccc23)CC1 | 68* | 3 | -3 | -0.2 | -1 | 4 | -6 | 3 | 20
Cc1[nH]c2ccccc2c1/C=C(\C#N)C(=O)NC(C)c1ccccc1 (configuration not stated) | 0 | -1 | -14 | -0.1 | -2 | -9 | 6 | -3 | 0
CC(=O)C1=C(C)NC(=O)CC1c1ccc(Br)cc1 (configuration not stated) | 4 | 5 | -1 | 1.6 | -6 | -9 | 2 | -2 | 9
CC(=O)NC1=NN(C(C)=O)C(c2ccccc2)S1 (configuration not stated) | 0 | 0 | 1 | 1.6 | -8 | 6 | -10 | 0 | -1
CC1(C)Cc2ccccc2-c2nnc(C(F)(F)F)n21 | -3 | 14 | -1 | 1.1 | 3 | 8 | -6 | 6 | 1
O=C(O)CNc1nc(-c2ccccc2)c2cc([N+](=O)[O-])ccc2n1 | -2 | 5 | 2 | 1.8 | -9 | -7 | 4 | 3 | 1
C/C(=N\NC(=O)c1ccc(Cn2cc(Br)cn2)o1)c1cccc(NC(=O)C(C)C)c1 | 2 | 6 | -2 | -0.5 | -3 | -5 | 0 | 3 | 10
CC(/C=N/NC(=O)CNc1n[nH]c(=O)[nH]c1=O)c1ccccc1 (configuration not stated) | 2 | -21 | 4 | 0.9 | 1 | -16 | 8 | . | -1
COc1ccc2c(c1)c(C(=O)CN1CCN(Cc3ccccc3)CC1)c(C)n2C | 2 | -31 | 0 | 1.2 | -5 | 1 | 5 | . | -4
O=C(CN1CCCCCC1)Nc1ccc(Br)cc1Br | -3 | 1 | -2 | -1.5 | -1 | 14 | 18 | -4 | 4
O=C(Cc1ccccc1)Nc1cccc(N2CCCC2)c1 | 0 | 2 | 8 | 2.8 | -1 | -5 | 3 | -2 | 5
COc1ccc2nc(NC(=O)CSc3nnc(N)s3)sc2c1 | 0 | -5 | -5 | -0.9 | -4 | 7 | -2 | 1 | 2
Cc1ccc(-n2c(SCC(=O)Nc3ccc4cn[nH]c4c3)nnc2-c2ccco2)cc1 | 0 | -3 | 2 | 0.3 | -9 | -3 | -19 | 0 | -1
Cc1cc2ccccc2n1CCNC(=O)Cc1ccccc1 | 4 | -9 | -22 | 2.4 | -5 | -2 | 8 | 6 | 6
COc1ccc(N2C(=O)CC2(C#N)c2ccc(OCc3ccccc3)cc2)cc1 (configuration not stated) | -2 | 7 | -2 | 1.9 | -14 | 6 | -3 | 0 | 8
O=C(CSc1oc(-c2ccco2)nc1S(=O)(=O)c1ccc(Cl)cc1)NCC1CCCO1 (configuration not stated) | 2 | -14 | 2 | -0.1 | -10 | -11 | 9 | -6 | 3
CCCCNC(=S)NNC(=O)c1ccco1 | -2 | -6 | 0 | 0.6 | 4 | -16 | 16 | -1 | 3
O=C1Nc2ccc(Br)cc2C1(O)Cc1ccccn1 (configuration not stated) | 0 | 7 | -2 | -0.8 | -8 | 2 | 6 | 6 | 8
c1nc(NCCN2CCOCC2)c2sc3nc(N4CCOCC4)c4c(c3c2n1)CCC4 | 1 | 2 | -1 | 0.4 | 2 | 9 | -9 | 0 | 10
Cc1ccc(S(=O)(=O)N2CCOCC2)cc1C(=O)NCc1cccnc1 | -6 | -7 | 0 | -3.7 | -2 | 20 | -3 | 1 | 0
CN(C(=S)NC(=O)c1ccccc1)c1c(N)n(Cc2ccccc2)c(=O)[nH]c1=O | 2 | 2 | 2 | -0.3 | -6 | -13 | -4 | . | -2
O=C(CSc1ccccn1)Nc1ccc2ccccc2c1 | 1 | -4 | -1 | 0.9 | -3 | -4 | -11 | 6 | 8
Cc1ccc(NC(=O)CCN2CCN(C/C=C/c3ccccc3)CC2)cc1 | 1 | -1 | 1 | 1.7 | -4 | -10 | 13 | 6 | 6
Cc1ccc(NC(=O)CSc2nnc(-c3cccnc3)n2-c2ccc(C)cc2)cc1 | 1 | -1 | -6 | 1.4 | -7 | -7 | -6 | -2 | 2
Cc1ccc(O)c(C2=Nc3ccccc3N=C(c3cccs3)C2)c1 | -1 | -9 | -11 | 1.4 | -13 | -3 | -15 | 2 | 6
CC(=O)c1cccc(NC(=O)c2cc(-c3ccc(C)cc3)on2)c1 | -5 | -4 | 3 | -1.8 | -6 | 9 | -15 | -1 | 2
CCCOc1ccc(-c2nnn(CC(=O)c3c[nH]c4ccccc34)n2)cc1 | -3 | 1 | 4 | 1.2 | -12 | 12 | -6 | -6 | 3
CCCCNCC(=O)Nc1sc(C)c(C)c1C(=O)OCC | -1 | -7 | -3 | -2.3 | -5 | -14 | -12 | 9 | 2
Cc1ccc(Nc2nc(=O)[nH]nc2C)cc1 | 2 | 1 | 0 | -1.2 | -2 | -27 | 3 | 2 | 5
Cc1cnn(Cc2cccnc2)c1N | -4 | 3 | 4 | -1.0 | 1 | 7 | 0 | . | 0
OCC1(Cc2cccc(Cl)c2)CCCN(Cc2cnn(-c3ccccc3)c2)C1 (configuration not stated) | -1 | -1 | 1 | 1.5 | -3 | -12 | 14 | 4 | 0
C/C(=N/NC(=O)c1ccc(Br)o1)C(C)C | 0 | -3 | -2 | 0.1 | 4 | -16 | 3 | -1 | 4
CCCc1nc2oc3c(OC)ncnc3c2c2c1COC(C)(C)C2 | 1 | 8 | -1 | 0.5 | 2 | 11 | -5 | 10 | 6

Compound profiles (already shown). Values in the order: Ba/F3 V617F tox	NPY-Y2 PAM-ag	Runt-CBFb FRET	S1P4 agonist	RBBP9 inh	NPY1 pot ag	S1P4 antagonist	NPY Y1 blocker	BaF3 parental
Shown for `c1nc(NCCN2CCOCC2)c2sc3nc(N4CCOCC4)c4c(c3c2n1)CCC4` = 1	2	-1	0.4	2	9	-9	0	10
Shown for `CC(C)OCCCNCc1cccs1` = -3	11	-5	-0.2	1	12	-8	-1	-2

The listing continues:
SMILES | Ba/F3 V617F tox | NPY-Y2 PAM-ag | Runt-CBFb FRET | S1P4 agonist | RBBP9 inh | NPY1 pot ag | S1P4 antagonist | NPY Y1 blocker | BaF3 parental
Cc1nn(C)c(C(=O)Sc2cccc(Cl)c2)c1[N+](=O)[O-] | -2 | -9 | 28 | 0.9 | -6 | -13 | -2 | . | -3
Cc1ccc(S(=O)(=O)N(C)Cc2ccc(C(=O)N/N=C3\CCCC(=O)C3)cc2)cc1 | -2 | 15 | -1 | 0.5 | -7 | 17 | -17 | 3 | 0
Cc1ccc(N2C(=O)c3ccccc3C2=O)cc1C | -3 | 4 | 5 | 0.2 | 1 | 26 | -10 | 8 | 0
CCn1c(Cn2nnc(-c3ccccc3)n2)nnc1SCc1ccc(Cl)c(Cl)c1 | 2 | -4 | -3 | 0.9 | -7 | -7 | 4 | 5 | 2
CC1(C)Cc2c(c(N3CCOCC3)nc3sc4c(NN)ncnc4c23)CS1 | -2 | -3 | -2 | 0.1 | -2 | 8 | -18 | -1 | 6
CC(C)Oc1ccc(NC(=O)c2ccncc2)cc1 | -4 | 12 | 0 | -0.7 | -5 | 13 | -3 | -3 | -1
O=C(N/N=C/c1c(Cl)nc2ccccn2c1=O)c1cccnc1 | -4 | 6 | -20 | -1.7 | 4 | 16 | 18 | . | 0
CCc1nc(SCC(=O)N2c3ccccc3Sc3ccccc32)c2ccccc2n1 | 1 | -10 | -1 | 0.4 | -13 | -11 | -1 | 4 | 4

Bioassay records (PubChem BioAssay)

No enrichment for hits (roughly 3.6% active in at least one column).
